Screening results: PubChem, several laboratories
Rin1 Abl inh = blocks binding of human Rin1 to Abl. P00519+Q13671. hit rate 0.4% among 360,000. TR-FRET Rin1/Abl binding, biochemical. inhibition, % at 7.35 µM. AID 588664; in the data active means inhibition above about 5%, passing the limit was not always enough
Neddylation inh = inhibitors of human cullin neddylation; hit rate 0.58% among 360,000; TR-FRET cullin neddylation, biochemical; P61081+Q13564; calls only at 25 µM; in the data active means inhibition above about 36%
SKN-1 block = inhibitors of C. elegans SKN-1 | C. elegans VP596 Pgst-4::GFP/RFP ratio, acrylamide-induced, 24 h | inhibition, % at 21.8 µM | hit rate 0.49% among 360,000;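 active means interference check ratio from 0.5 to 1.5 plus GFP to RFP signal ratio inhibition reaching or exceeding a fixed threshold, cut at about 30% in these data, passing the limit was not always enough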; further: some compounds called inactive have numbers as strong as hits
MT1-MMP act inh = inhibitors of human MT1-MMP activation. HT1080 RFP-PRO-GFP cells, GFP/RFP ratio fluorescence, overnight; percent of plate control window, DMSO zero. GFP/RFP ratio change, % at 20 µM. hit rate 0.061% among 360,000;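 active means GFP/RFP ratio change of at least 30% with cell ATP level not reduced by more than half and red fluorescence within 50% of control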; further: strong numbers were not always called active
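Material: RFP-PRO-GFP reporter HT1080 cells. Dosing: single-point 20 µM compound, 1% DMSO. Controls: DMSO and RFP-L50D-GFP cell wells. Timing: cells overnight before dosing, compound overnight, 37 °C, 5% CO2. Measure: GFP/RFP fluorescence ratio.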
MLLE-PAM2 inh = inhibitors of microRNA-mediated deadenylation, human PABP1 MLLE binding | AID 588489 | GST-MLLE / FITC-PAM2 fluorescence polarization | inhibition, % at 20 µM | P11940 | hit rate 0.36% among 360,000; in the data active means inhibition above about 35%, passing the limit was not always enough;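 further: plate controls were DMSO wells with GST-MLLE for no effect and wells lacking GST-MLLE protein for full effect; some results filed as inactive read as strong as hits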
NadD inh = NadD (S. aureus) enzyme inhibition; purified NadD enzyme, colorimetric absorbance read-out; inhibition, % at 20 µM; hit rate 0.78% among 360,000; AID 602399; in the data active means inhibition above about 26%; further: some compounds past the cut are filed as inactive
CSN deneddyl inh = blocks human CSN-mediated cullin deneddylation | Purified CSN, SCF-Nedd8-OG deneddylation, fluorescence polarization | inhibition, % at 12.5 µM | Q92905 | hit rate 0.38% among 360,000;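 active means pattern-corrected inhibition above about 35%, with an unprinted fluorescence ratio check between 0.5 and 1.5, limit read from the data, passing the limit was not always enough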;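 further: 0% = enzyme with substrate and 100% = substrate without enzyme; some results filed as inactive read as strong as hits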
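Assay system: purified human Csn5 enzyme expressed in HEK293T cells; measure: % inhibition; also added: SCFSkp2-Nedd8OG substrate at 10 nM final; technique: fluorescence polarization; times: reaction 90 min, room temperature; medium: Tris buffer pH 7.5, NaCl, DTT, Tween-20, trehalose, ovalbumin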
Rpn11 block = inhibitors of human proteasome Rpn11; hit rate 0.59% among 360,000; human 26S proteasome, Ub4-pepOG fluorescence polarization; 20S core pre-blocked with epoxomicin; calls only at 20 µM; O00487;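 active means inhibition at 20 µM, scaled to each plate's controls, above about 33%, limit read from the data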
FAS TE block = blocks the thioesterase domain of human fatty acid synthase. P49327. recombinant FAS-TE, OMFH fluorogenic substrate, fluorescence endpoint. inhibition, % at 15 µM. hit rate 0.67% among 360,000. AID 602261;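 active means compounds whose normalised, plate-corrected inhibition of enzyme fluorescence in the single-dose primary screen is 50% or more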;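 further: 0% = DMSO with enzyme and 100% = substrate without enzyme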
Numbers without * were called inactive; i = inactive.

SMILES	Rin1 Abl inh	Neddylation inh	SKN-1 block	MT1-MMP act inh	MLLE-PAM2 inh	NadD inh	CSN deneddyl inh	Rpn11 block	FAS TE block
CC1(C)CC2(CCCN(C(=S)Nc3ccccc3)C2)CCO1 (stereo not given)	-0.1	i	-7.1	14.0	-49.3	4.0	3.8	i	-5.1
COc1cc(C(=O)OCc2cc(=O)n3ccsc3n2)ccc1OC(C)C	1.9	i	11.3	-7.0	9.1	3.6	-0.9	i	-0.3
O=C(COC(=O)/C=C/c1cccc(Cl)c1)Nc1c(F)cccc1F	1.4	i	2.9	3.3	-5.0	5.5	-1.8	i	-2.8
O=C(CSCc1ccccc1)Nc1cccc(C(=O)Nc2ccc(C(=O)O)cc2)c1	-0.8	i	3.5	-0.5	29.5	-1.5	-0.9	i	-6.2
CCc1nnc(NC(=O)C2(C)COC(c3ccccc3)OC2)s1 (stereo not given)	-4.3	i	-4.9	2.0	-1.5	-0.9	3.6	i	0.7
CC(=O)NCCNC(=O)c1cc(-c2cccc3ccccc23)nc2ccccc12	-5.3	i	-13.7	-0.2	2.1	-2.5	2.0	i	-3.4
O=C(CSc1nnc(-c2ccccc2O)o1)Oc1ccc(OCc2ccccc2)cc1	1.9	i	-9.9	4.4	7.8	5.0	2.5	i	7.7
CC(=O)Nc1ccc(C(=O)N/C(=C/c2ccccc2)C(=O)Nc2cccc(C(=O)O)c2)cc1	-1.2	i	4.9	0.0	5.1	-1.5	-7.6	i	-1.8
CCOc1cc(/C=N/NC(=O)C2CC2)ccc1OC(C)C	1.5	i	8.6	-0.3	-1.6	-2.2	-1.8	i	-5.2
COc1cc(C(=O)NC(C)C2CC3CCC2C3)cc(OC)c1OC (stereo not given)	0.2	i	-12.9	-0.5	4.0	-6.7	-1.8	i	0.5
Cc1ccc(Nc2nnc(SCC(=O)Nc3ccc(S(=O)(=O)N4CCOCC4)cc3)s2)cc1	-1.8	i	10.1	8.4	-29.3	18.8	5.8	i	11.8
CCOC(=O)C1=CC[C@H]2c3c(c4ccccc4n3C)C[C@H]1N2C	-1.0	i	27.2	4.9	1.5	1.3	0.1	i	-4.5
COc1cc(NC(=O)C(C)(C)C)c(C(=O)OCC(=O)Nc2cc(C)on2)cc1OC	6.3	i	-9.3	-5.4	4.5	1.1	0.0	i	-7.0
CN(C)C(=O)c1cc2cc(Br)ccc2s1	-0.8	i	6.6	4.4	7.0	-2.1	5.7	i	-2.4
COc1ccc(CNC(=O)C(C)NCc2ccc(S(N)(=O)=O)cc2)cc1 (stereo not given)	3.3	i	6.4	-0.6	-12.6	-2.8	1.1	i	-4.3
CCc1nc2c(OCc3ccccc3C)cccn2c1N(C)C(=O)CC(C)C	4.3	i	2.1	1.0	10.3	-1.4	4.5	i	1.7
CC(C)CN(C(=O)CSc1nnc2ccccn12)C1CCS(=O)(=O)C1 (stereo not given)	3.7	i	5.6	4.6	10.2	-2.9	-2.7	i	-11.3
Cc1cc(=O)oc2cc(OC(C)C(=O)NCC3CCC(C(=O)O)CC3)c(Cl)cc12 (stereo not given)	2.9	i	-6.1	5.0	11.6	-2.0	-5.3	i	-2.1
O=C(O)C1Cc2ccccc2CN1C(=O)c1ccccc1 (stereo not given)	-1.1	i	7.5	-5.5	-10.5	-2.8	-3.0	i	-6.6
O=C(c1cccc(C(F)(F)F)c1)N1CCN(C2CCCCC2)CC1	-3.0	i	-4.5	2.8	2.5	3.8	-0.2	i	-1.7
O=C(Nc1ccccc1)N1CCC(c2ccccc2)C1 (stereo not given)	3.8	i	-3.0	-10.6	-6.2	1.1	0.5	i	0.7
O=C(Nc1ccc2c(c1)OCCO2)c1c(Cl)cccc1Cl	1.2	i	13.2	2.6	-0.8	2.3	-3.6	i	-2.1
CCCCCCCCC(c1nc2ccccc2[nH]1)N1CCN=C(c2ccccc2)C1=O (stereo not given)	7.4	i	10.8	-28.1	-12.7	-2.8	2.5	i	17.5
O=C1NC(c2ccccc2)C(C(=O)c2cccs2)=C1O (stereo not given)	-0.8	i	-1.9	3.9	9.0	3.8	0.2	i	-0.1
CCC(=O)NC(=S)Nc1ccc(NC(=O)c2ccc(C)c([N+](=O)[O-])c2)cc1	-3.2	i	5.3	1.0	-44.5	2.0	-6.5	i	-5.1

In a second layout: results already given.
molecule: COc1ccc(CNC(=O)C(C)NCc2ccc(S(N)(=O)=O)cc2)cc1 (stereo not given)
  Rin1 Abl inh: 3.3; Neddylation inh: i; SKN-1 block: 6.4; MT1-MMP act inh: -0.6; MLLE-PAM2 inh: -12.6; NadD inh: -2.8; CSN deneddyl inh: 1.1; Rpn11 block: i; FAS TE block: -4.3

molecule: CCc1nc2c(OCc3ccccc3C)cccn2c1N(C)C(=O)CC(C)C
  Rin1 Abl inh: 4.3; Neddylation inh: i; SKN-1 block: 2.1; MT1-MMP act inh: 1.0; MLLE-PAM2 inh: 10.3; NadD inh: -1.4; CSN deneddyl inh: 4.5; Rpn11 block: i; FAS TE block: 1.7

Continuation:
SMILES	Rin1 Abl inh	Neddylation inh	SKN-1 block	MT1-MMP act inh	MLLE-PAM2 inh	NadD inh	CSN deneddyl inh	Rpn11 block	FAS TE block
CCN(CC)C(=O)N1CCN(C(=O)c2ccc(C)cn2)CC1	1.1	i	-12.3	4.9	-8.4	-0.9	0.0	i	-11.2
O=C(COc1ccccc1)NCc1ccccc1	5.2	i	7.7	4.8	12.8	0.8	-0.1	i	-6.4
Nc1ccc(S(=O)(=O)NNC(=O)C(=O)NNc2ccccc2)cc1	-0.6	i	0.6	-0.1	8.7	-6.8	5.1	i	-6.2
COc1ccc(CNc2ccc3cn[nH]c3c2)c(OC)c1OC	-5.4	i	-17.0	-7.6	1.2	4.4	11.1	i	-2.0
Cc1ccc(C)c(-c2csc(N)c2C(=O)OC(C)C)c1	2.2	i	-1.3	-1.1	4.9	-6.2	-1.1	i	19.1
O=C(NC(=S)Nc1cccc2[nH]ncc12)c1ccccc1	-3.9	i	-1.8	-15.7	30.9	-2.1	0.5	i	-5.3
O=C(NCc1ccccc1)c1cc(C2CCCN(C(=O)C3CCCCC3)C2)on1 (stereo not given)	-5.4	i	13.7	4.8	-11.3	-0.6	-3.5	i	0.7
FC(F)(F)c1ccccc1Cc1c(-c2ccccc2)nc2c3ccccc3ccn12	3.0	i	10.9	-0.7	-7.0	5.0	3.6	i	14.6
CCCCC(=O)NC(c1cccc([N+](=O)[O-])c1)c1c(OC(C)=O)ccc2ccccc12 (stereo not given)	3.0	i	13.1	-27.1	-13.3	-0.2	-1.3	i	1.3
Cc1cc(NC(=O)CSc2nnc(C3CC3)n2C)no1	3.1	i	-15.2	-1.6	0.8	-3.1	0.2	i	-9.1
C/C=C/c1ccc(OCCNCc2ccccc2)c(OC)c1	1.9	i	-0.2	1.4	-4.6	-1.9	0.2	i	-5.8
CCCc1nc2cc(CC(=O)OC)ccc2o1	-3.1	i	-6.1	-1.7	0.5	-2.6	0.7	i	-4.1
COc1cccc(CNC(=O)CN2C(=O)COc3ccc(S(=O)(=O)N4CCC(C)CC4)cc32)c1	0.4	i	5.9	-4.7	9.1	-3.0	1.5	i	11.3
O=C(NNc1ccc(Cl)cc1)C1CCC1	0.4	i	0.6	3.1	1.4	1.7	-3.2	i	-10.2
Nc1nn(-c2ccccc2)c2ccc([N+](=O)[O-])cc12	-9.3	i	26.0	5.0	-2.3	-4.1	-1.0	i	-0.4
c1ccc(-c2noc(-c3cccnc3)n2)nc1	4.0	i	2.2	-5.3	-4.8	-1.5	1.9	i	-3.6
Cc1cccc(NC(=O)CCS(=O)(=O)c2ccccc2)c1	-3.1	i	-3.3	4.0	-4.9	-4.5	1.4	i	-2.3
N#Cc1ccc(OCCN2C(=O)NC3(CCSC3)C2=O)cc1 (stereo not given)	2.8	i	-27.8	-3.0	-22.8	3.7	-0.1	i	-0.9
CCN(CC)c1ccc(S(=O)(=O)N2CCOCC2)cc1NC(=O)Cn1nc(C)c([N+](=O)[O-])c1C	0.3	i	-6.6	3.0	9.9	-1.0	1.9	i	9.4
CCCS(=O)(=O)NC(=O)C1(C)CCCN(C(=O)c2c(F)ccc(C)c2F)C1 (stereo not given)	-0.6	i	0.5	-4.8	-6.6	4.3	-5.4	i	-8.8
Cc1ccc(C(NC(=O)N2CCOCC2)C(Cl)Cl)cc1F (stereo not given)	-0.8	i	-14.6	-2.2	-4.9	0.6	-5.2	i	-0.4
O=C(CSc1nnc(-c2ccccc2)n1Cc1ccccc1)NNC(=O)c1ccccc1O	3.9	i	4.1	5.8	-13.1	9.1	-0.1	i	4.2
CCc1ccc(Nc2nnc(SCC(=O)NC(=O)CN3CCCC3=O)s2)cc1	2.0	i	14.8	-3.2	-94.8	-0.6	8.0	i	1.4
Cn1c(NC(=O)c2ccco2)c(-c2ccc(Cl)cc2)c(=O)c2ccccc21	0.3	i	0.8	-5.3	10.6	8.2	-4.2	i	-5.4
CC(=O)N1CCN(C(=O)/C(C#N)=C/c2ccc3c(c2)OCO3)CC1	-2.1	i	-5.2	0.2	-0.7	-0.6	5.9	i	11.6
SMILES	Rin1 Abl inh	Neddylation inh	SKN-1 block	MT1-MMP act inh	MLLE-PAM2 inh	NadD inh	CSN deneddyl inh	Rpn11 block	FAS TE block
CCOC(=O)c1nn(-c2ccccc2C)c2nc(-c3ccc(Cl)cc3)c(C#N)c(=O)n12	0.2	i	-22.7	0.4	-5.1	9.3	-0.1	i	41.1
COc1ccc(CNCCCn2cnc(C(=O)Nc3ccc(C)c(C)c3)n2)cc1	0.3	i	-3.7	4.3	6.1	-8.0	2.9	i	-10.0
CN(C)c1ccc(NS(=O)(=O)c2ccc(Cl)cc2)cc1	2.9	i	7.8	3.9	5.5	0.8	3.4	i	13.8
CCN(CC)S(=O)(=O)c1ccc2oc(Nc3ccc(OC)cc3)nc2c1	2.9	i	7.0	3.8	-3.4	-5.8	0.4	i	16.5
N/C(=N\OC(=O)c1cccc(Cl)c1)c1ccncc1	-1.5	i	19.5	1.0	-7.1	-2.2	-1.6	i	-11.8
CN(C)[C@@H]1CCC[C@H]1OC(=O)C(c1ccccc1)c1ccccc1	2.2	i	-9.1	-3.1	1.2	-6.7	-0.2	i	-7.6
O=C(Nn1cnc2ccccc2c1=O)c1ccc(F)cc1Cl	-0.7	i	12.4	-2.7	11.6	8.6	-0.6	i	-7.3
CC(=O)c1ccccc1NC(=O)COC(=O)c1cc[n+]([O-])cc1	3.6	i	-4.0	-1.8	-2.3	0.6	4.1	i	-1.8
O=C(CCCN1CCC(O)(c2cccc(C(F)(F)F)c2)CC1)c1ccc(F)cc1	-2.5	i	-5.9	-0.1	4.6	-7.3	-1.9	i	0.7
CN(CC(=O)Nc1ccccc1C(F)(F)F)C(=O)c1ccc2c(=O)n3c(nc2c1)CCC3	4.3	i	-13.9	7.3	0.7	6.5	-2.5	i	-1.5
O=C(Cc1cccc(NC(=O)C2CCN(C(=O)C3CC3)CC2)c1)Nc1cccc(C(=O)N2CCCC2)c1	4.0	i	0.4	4.2	8.7	-3.8	-4.4	i	-6.5
Cc1noc(C)c1S(=O)(=O)N1CCN(c2ccc(Cl)cc2)CC1	-0.5	i	9.5	1.2	-3.2	3.7	-0.1	i	13.6
Cc1[nH]c2ccc(CNS(=O)(=O)c3ccc(S(=O)(=O)N4CCOCC4)cc3)cc2c1C	2.0	i	9.2	3.2	0.0	1.0	-2.8	i	-1.9
O=C(COC(=O)c1ccc(S(=O)(=O)N2CCCCCC2)cc1)Nc1ccccc1C(F)(F)F	-4.1	i	0.8	-2.1	-1.4	-3.2	1.8	i	-5.2
